# Rac1 wt modul: wildtype Rac1 GTP binding modulators, primary screen, biochemical, GST-Rac1 beads, flow cytometry, multiplex; fluorescent GTP binding; actives lie on both sides; 0 = cold GTP competed, 100 = untreated; GTP binding activity (% of control), % at 10 µM; hit rate 0.27% among 190,000; Ras-related C3 botulinum toxin substrate 1 (Homo sapiens), P63000;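 active means GTP binding activity at least 20 points away from the 100% control level, either lower or higher; inconclusive means compound flagged as likely green fluorescent, judged across all proteins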
# Rab2 wt GTP: modulators of GTP binding to Rab2A wildtype, primary screen, biochemical, dog, bead-based flow cytometry, multiplex. AID 760, 2007. GTP binding activity, % at 10 µM. Ras-related protein Rab-2A (Canis lupus familiaris), P61105. GST-Rab2 wt beads, Bodipy-GTP binding. hit rate 0.19% among 190,000;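 active means GTP binding activity at least 20 points away from 100%, either lowered or raised; inconclusive means signal likely due to the compound's own green fluorescence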;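 further: 0% = beads with excess unlabeled GTP and 100% = no-compound control corrected for plate trend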
# Cdc42 wt: modulators of GTP binding to wildtype Cdc42, primary screen, biochemical, multiplex bead flow cytometry, Bodipy-GTP; Cell division control protein 42 homolog (Homo sapiens), P60953; GST-Cdc42 beads; actives lie on both sides; percent activity (GTP binding), % at 10 µM; hit rate 0.2% among 190,000;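 active means percent activity GTP binding at least 20 points away from the 100% baseline, either down as inhibitor or up as activator; inconclusive means compound flagged as likely green fluorescent from well-wide comparison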;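 further: median bead fluorescence of bound Bodipy-FL-GTP at 100 nM; 0% = excess unlabeled GTP control and 100% = no compound control; below 100% means less GTP binding so inhibitor and above means activator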
# HRas wt GTP bind: modulators of GTP binding to HRas wildtype, primary screen, biochemical, bead-based flow cytometry, multiplex. GTPase HRas (Homo sapiens), P01112. GST-Ras wt beads, Bodipy-FL-GTP binding; actives lie on both sides. GTP binding activity, % at 10 µM. hit rate 0.14% among 190,000. AID 759, 2007;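 active means GTP binding activity at least 20% away from the 100% baseline, either lowered as inhibitor or raised as activator; inconclusive means flagged as likely green fluorescent, judged across all proteins in the well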;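 further: 0% = unlabeled GTP competition control and 100% = no-compound control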
# Mcl1-Noxa inh: Mcl-1/Noxa binding inhibitors, primary screen, biochemical, TR-FRET, 1536-well; TR-FRET Mcl-1/Noxa peptide binding, 2 h; inhibition, % at 21.7 µM; hit rate 1.5% among 220,000; AID 1022, 2008;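 active means compounds that cut the protein-peptide binding signal by more than 50% relative to plate controls in a single-dose test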;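 further: His-tagged Mcl-1 with rhodamine Noxa BH3 peptide and terbium anti-His antibody; 0% = Mcl-1 plus Noxa peptide wells and 100% = peptide-only wells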
# Target sequence (Q07820 whole entry, looked up): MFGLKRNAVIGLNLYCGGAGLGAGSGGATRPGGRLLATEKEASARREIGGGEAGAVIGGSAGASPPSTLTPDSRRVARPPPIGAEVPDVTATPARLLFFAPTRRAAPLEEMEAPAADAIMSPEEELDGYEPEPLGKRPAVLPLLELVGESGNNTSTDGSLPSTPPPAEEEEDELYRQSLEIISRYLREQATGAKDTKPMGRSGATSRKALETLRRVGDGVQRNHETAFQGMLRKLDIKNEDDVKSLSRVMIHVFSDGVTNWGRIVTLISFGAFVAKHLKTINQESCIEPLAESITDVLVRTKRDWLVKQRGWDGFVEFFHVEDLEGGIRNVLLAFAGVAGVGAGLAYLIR
# ABCG2 inh: ABCG2 efflux pump inhibitors, primary screen, multiplex with ABCB1, IgMXP3 cells, flow cytometry | JC-1 efflux | inhibition, % at 6.6 µM | hit rate 0.1% among 190,000 | AID 1325, 2008;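 active means inhibition above 80%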;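 further: 0% = DMSO and 100% = nicardipine control wells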
# Target sequence (Q9UNQ0 whole entry, looked up): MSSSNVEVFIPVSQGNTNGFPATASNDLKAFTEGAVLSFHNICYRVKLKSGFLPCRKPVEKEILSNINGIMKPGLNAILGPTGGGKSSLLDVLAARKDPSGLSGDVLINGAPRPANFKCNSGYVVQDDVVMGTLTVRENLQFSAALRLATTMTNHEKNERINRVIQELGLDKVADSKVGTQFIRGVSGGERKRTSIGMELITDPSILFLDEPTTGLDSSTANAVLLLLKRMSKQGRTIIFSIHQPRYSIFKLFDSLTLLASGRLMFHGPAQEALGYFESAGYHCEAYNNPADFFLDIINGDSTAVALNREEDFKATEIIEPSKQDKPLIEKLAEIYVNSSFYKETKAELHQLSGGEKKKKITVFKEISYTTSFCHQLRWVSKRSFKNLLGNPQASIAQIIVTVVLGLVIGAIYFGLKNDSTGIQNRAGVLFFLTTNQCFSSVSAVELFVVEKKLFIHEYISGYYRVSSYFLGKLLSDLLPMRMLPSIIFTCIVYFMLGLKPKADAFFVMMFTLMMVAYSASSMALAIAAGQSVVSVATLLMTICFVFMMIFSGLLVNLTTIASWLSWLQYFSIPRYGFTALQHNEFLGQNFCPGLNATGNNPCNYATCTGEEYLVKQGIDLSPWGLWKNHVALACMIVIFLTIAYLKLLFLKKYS
#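 Times: 10 min at 25 °C | Test system: Two drug-resistant human cell lines, ABCG2 and ABCB1 | Quantity: 3 million cells/mL final, two lines in 1:1 ratio | Signal: Flow cytometry, 530 nm JC-1 signal | Dosing: Compound at 6.6 µM | Controls: Nicardipine and DMSO wells | Reagent: JC-1 as fluorescent efflux pump substrate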
# Rac1 mut GTP: GTP binding modulators of activated mutant Rac1, primary screen, biochemical, bead-based flow cytometry, multiplex, fluorescent GTP | Ras-related C3 botulinum toxin substrate 1 (Homo sapiens), P63000 | GST-Rac1 activated beads; actives lie on both sides; 100% means binding = to untreated wells | percent activity (GTP binding), % at 10 µM | hit rate 0.11% among 190,000 | AID 764, 2007;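 active means GTP binding at least 20 percentage points away from the 100% baseline, in either direction, so actives lie on both sides; inconclusive means Compound likely fluorescent itself, or too few beads counted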
# ABCB1 inh: ABCB1 efflux pump inhibitors, primary screen, cell-based, multiplex, flow cytometry, ABCG2 counter-screen. ATP-dependent translocase ABCB1 (Homo sapiens), P08183. CCRF-Adr cells, JC-1 efflux. inhibition, % at 6.6 µM. hit rate 0.067% among 190,000. AID 1326, 2008; in the data active means inhibition above about 40%;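 further: 0% = vehicle and 100% = reference inhibitor; higher value means more JC-1 retained so stronger ABCB1 efflux block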
# Pf gamet viab: late stage P. falciparum gametocyte viability inhibitors, primary screen, ATP luminescence, HTS; P. falciparum stage V gametocytes, 24 h; hit rate 0.065% among 150,000; AID 743093, 2013; inhibition, % at 10.9 µM;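 active means inhibition above the mean plus 3 SD of compounds within the control limits, set per campaign, cut at about 38% in these data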;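 further: 0% = DMSO wells and 100% = medium only without gametocytes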
# Rab7 wt modul: modulators of GTP binding to Rab7, primary screen, biochemical, wildtype, multiplex bead flow cytometry; GST-Rab7 beads, fluorescent GTP binding; actives lie on both sides; untreated = 100%, excess cold GTP = 0%; Rab7 GTPase wild type (dog), Bodipy-FL-GTP binding; GTP binding activity (percent of control), % at 10 µM; hit rate 0.055% among 190,000;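 active means fluorescent GTP binding to Rab7 beads changed by at least 20 points from the 100% baseline, either direction, mostly lower; inconclusive means compound itself probably fluorescent, or too few beads counted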;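 further: median green fluorescence of bound Bodipy-FL-GTP per Rab7 bead population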
# Avidin bead fluor: green autofluorescence of compounds with avidin beads – biophysical, 488/530 nm, flow cytometry, artefact control, profiling panel. hit rate 0.38% among 220,000. compound fluorescence 488/530 nm; active compounds read high. fluorescence (KMESF) at 10 µM; in the data active means fluorescence above about 47; further: inactives centre near 10
# An asterisk follows results filed as active; ? = inconclusive; . = not tested or not shown; [ ] = remark or other dose.
SMILES,Rac1 wt modul,Rab2 wt GTP,Cdc42 wt,HRas wt GTP bind,Mcl1-Noxa inh,ABCG2 inh,Rac1 mut GTP,ABCB1 inh,Pf gamet viab,Rab7 wt modul,Avidin bead fluor
COc1ccc(NC(=S)NC(NC(=O)C(C)C)C(Cl)(Cl)Cl)c([N+](=O)[O-])c1 (stereo not given),101,102,100,102,14,0,100,-6.1,.,103,11
Cc1ccc(NC(=S)NNC(=O)c2ccccc2OC(F)F)cc1,98,95,96,97,-48,9,95,0.8,.,96,7
Fc1ccccc1N1CCN(Cc2nc(-c3ccccc3)no2)CC1,106,100,101,101,1,0,99,0.2,.,103,10
CCOC(=O)c1ccc(N2CSC3=C(C#N)C(c4cccs4)CC(=O)N3C2)cc1 (stereo not given),109,103,104,100,21,0,102,0.1,.,102,7
O=C(O)CCCn1c(=S)[nH]c2c(sc3ccc([N+](=O)[O-])cc32)c1=O,91,93,91,95,44,-1,89,-0.7,15,100,25
S=C(N=Nc1ccccc1)NNc1ccccc1,101,98,102,101,-58,0,101,-0.4,.,98,7
Cn1ncc(Cl)c1C(=O)N1CCCc2ccccc21,102,99,100,98,5,-3,97,1.2,-19,101,12
COc1ccc(Cn2nnnc2CN2CCN(c3ccc(OC)cc3)CC2)cc1,102,99,99,97,-1,0,99,0.4,9,106,6
CC(=O)Nc1cccc(/C(C)=N/NC(=O)c2cccc(S(=O)(=O)N3CCOCC3)c2)c1,103,102,101,100,7,5,96,0.7,2,107,9
Cc1ccc(S(=O)(=O)N2CCCC(c3nc(-c4ccc(C)o4)no3)C2)cc1 (stereo not given),97,98,99,99,6,5,99,1.9,.,98,13
Cc1ccc2[nH]c(C)c(CCNC(=O)c3c(N)no[n+]3[O-])c2c1,96,94,94,94,5,4,94,-0.5,-1,94,9
CCC(O)(C#CCN1CCCCC1)CC,102,99,100,98,-6,0,97,4.2,8,101,6
CN(C)CCCN(C(=O)c1ccco1)c1nc2c(F)cccc2s1,96,97,97,99,18,0,97,0.5,10,94,8
COc1ccc(C)cc1NC(=O)COC(C)=O,137*[activator],108,120*[activator],105,-22,3,107,-0.2,.,103,9
CCOC(=O)C1CCCN(C(=O)c2ccccc2[N+](=O)[O-])C1 (stereo not given),101,99,99,100,-3,0,96,0.2,11,106,11
COc1cc(/C=N/NC(=O)c2ccc(O)cc2)ccc1Oc1ccc([N+](=O)[O-])cn1,101,98,100,98,8,2,98,-0.1,.,100,11
CCOc1ccc(NS(=O)(=O)c2ccc3c(c2)N(C(C)=O)CC3)cc1,100,97,95,97,-13,0,96,0.5,.,103,8
CC(C)NS(=O)(=O)c1ccc(OCC(=O)NCC2CCCO2)c(Cl)c1 (stereo not given),107,102,101,104,0,9,99,-0.1,.,104,7
C/C(=N/NC(=O)c1ccc(Br)o1)c1ccc(C)o1,95,91,96,94,-1,1,98,0.5,-9,96,5
Cc1ccc(OCCCC(=O)Nc2ccc(S(=O)(=O)Nc3cc(C)on3)cc2)cc1,110,104,101,105,18,-1,101,-0.5,.,104,7
COc1ccc(-c2nnc(SCc3ccccc3F)o2)cc1OC,97,100,99,100,12,4,97,0.5,.,98,10
COC(=O)c1[nH]c2cccc(OC)c2c1NC(=O)CCN1CCN(c2ccccc2F)CC1,99,95,97,96,4,2,96,0.5,.,95,25
O=C(Cc1ccccc1)c1c[nH]c(C(=O)NCc2ccncc2)c1,98,97,100,97,16,-1,98,-0.4,3,96,23
OC(CNC1CCCc2ccccc21)COc1ccc2ccccc2c1 (stereo not given),102,97,99,98,44,7,96,1.4,6,97,7
O=C(O)CCC(=O)N1N=C(c2ccco2)CC1c1cccs1 (stereo not given),103,100,101,100,-8,9,101,-0.1,-10,101,6
CCOC(=O)c1c(-c2ccccc2)csc1NC(=S)N(CC)CC,103,98,101,100,13,6,98,0.0,7,99,13
COc1cc(/C=C/C(=O)Nc2ccc(C(C)=O)cc2)cc(OC)c1OC,101,98,106,100,1,-1,102,0.2,.,96,12
COc1cccc(Nc2nc(=O)[nH]nc2C)c1,93,97,97,98,-1,-3,95,-2.5,.,93,14
COc1ccc(N2CCC(CNC(=O)Nc3ccc(OC)cc3OC)C2)cc1 (stereo not given),99,100,100,100,90*,3,99,0.1,.,98,17
COc1ccc(N2C(=O)C3ON(C4SC(=S)N(C)C4(C)C)C(c4ccc(Cl)cc4)C3C2=O)cc1 (stereo not given),103,99,102,100,6,2,97,1.1,3,100,18
N=c1c(-c2nc3ccccc3[nH]2)cc(C(=O)c2cccs2)nn1-c1ccccc1,102,97,95,99,-29,3,98,0.9,.,99,17
CCOCCCn1c(=S)[nH]c2cc(C(=O)N3CCC(C(N)=O)(N4CCCCC4)CC3)ccc2c1=O,102,103,98,99,19,0,97,0.0,.,106,9
Cc1nc(N2CCCC2C(=O)O)c2oc3ccccc3c2n1 (stereo not given),99,102,104,103,24,1,99,0.2,.,95,13
Cc1cccc2c(CCNC(=O)c3ccc([N+](=O)[O-])cc3)c[nH]c12,?,?,?,?,-4,0,?,-0.1,.,?,17
CN1CCOC(=O)/C1=N/Nc1cc(Cl)ccc1Cl,95,93,95,95,10,19,92,3.4,-9,93,10
O=C(c1cc(-c2cccs2)on1)N1CCN(c2ccc(F)cc2)CC1,98,99,98,100,22,6,98,0.7,.,98,11
COCCn1c(SCC(=O)Nc2nc3ccccc3s2)nnc1-c1ccoc1C,97,93,97,93,-2,6,94,1.0,9,95,21
NS(=O)(=O)c1cccc(NC(=S)NC(=O)C23CC4CC(CC(C4)C2)C3)c1,101,96,95,99,24,-1,98,-0.6,9,99,3
COc1ccccc1NC(=O)c1sc2ncn(Cc3cccc(C)c3)c(=O)c2c1C,93,90,91,92,2,4,92,1.0,.,91,3
COc1ccc(OCC(N)=O)cc1,91,98,91,96,3,-2,93,-0.1,26,98,2
CCC1CCc2c(n(C)c3ccccc3c2=O)O1 (stereo not given),98,96,97,96,4,3,99,1.6,-12,101,3
CC(=O)NCc1cn2c(C)csc2n1,108,100,103,100,-8,0,100,0.0,.,99,23
CN1CCCC2(CCCN(Cc3nc(Cc4cccc(C(F)(F)F)c4)no3)C2)C1 (stereo not given),99,99,99,99,-2,-3,97,-0.2,13,96,7
CC(=O)Oc1ccc2c(C)cc(=O)[nH]c2c1,104,109,109,108,17,5,100,0.9,.,107,17
COCCCn1nnnc1SCC(=O)N1CCCC1,93,91,93,93,-11,1,92,0.2,.,95,37
O=C(C1=C[C@H](c2csc3ccccc23)C[C@H](OCCCCO)O1)N1CCN(Cc2ccc3c(c2)OCO3)CC1,95,97,93,95,22,1,94,2.7,.,104,6
NC(=S)N/N=C1\CC(n2nnn(-c3cccc(Cl)c3)c2=S)C2COC1O2 (stereo not given),102,102,102,100,21,3,99,0.5,9,98,11
O=C(Nc1ccccc1Cc1ccccc1)C1CC(=O)N(c2ccc3c(c2)OCCO3)C1 (stereo not given),100,99,102,100,-3,1,99,0.4,.,96,6
Cc1ccc(NC(=O)NC2(C(=O)NCc3ccco3)CCCCC2)cc1,98,104,100,105,8,1,97,0.2,-2,108,13
Cc1cccc2cc(C#N)c(SCC(=O)NCc3cccs3)nc12,100,101,104,100,-38,3,98,.,10,101,12
C=CCSc1n[nH]c(-c2ccc(OCCCC)cc2)n1,101,98,100,101,6,9,95,-0.3,.,100,12
O=C(CCc1nnc(CCC2CCCCC2)o1)NCCc1cccnc1,99,98,97,98,-1,1,96,0.2,6,98,16
COc1ccc(CCNC(=O)c2ccc(CNS(=O)(=O)c3cc(C)ccc3C)cc2)cc1OC,100,97,100,98,-30,-7,98,-5.3,-9,98,18
C/C(=N\NC(=O)c1cccc(F)c1)c1cccc(NC(=O)c2ccc(F)cc2)c1,97,98,96,96,14,1,95,-0.1,.,104,10
CCO[C@H]1OC(C(=O)Nc2ccccc2)=C[C@@H](c2coc3ccccc3c2=O)[C@@H]1CCCO,94,95,94,94,13,0,95,0.2,.,94,5
COc1cc2ccccc2cc1C(=O)NC(=S)Nc1cccc(C(=O)O)c1,81,75*,75*,76*,38,-3,80,-0.9,35,85,9
CC(=O)Nc1cc(C(=O)N2CCCC2)ccc1Sc1ccc(C)cc1,108,102,104,103,3,2,102,1.1,14,107,6
O=C1N(Cc2cccc(Cl)c2)C[C@@H]2C[C@@H](c3ccco3)N3CCC[C@@]123,98,96,99,98,9,0,95,0.4,.,96,9
O=C(CN(c1cccc([N+](=O)[O-])c1)S(=O)(=O)c1ccccc1)NCc1ccccc1,105,99,103,101,16,33,100,1.8,-12,103,15
CCCCn1c(SCC(=O)NC(C)(C)C)nnc1-c1ccco1,106,101,105,101,-10,2,101,0.5,.,99,26

# New compounds follow
SMILES,Rac1 wt modul,Rab2 wt GTP,Cdc42 wt,HRas wt GTP bind,Mcl1-Noxa inh,ABCG2 inh,Rac1 mut GTP,ABCB1 inh,Pf gamet viab,Rab7 wt modul,Avidin bead fluor
O=C1c2cccc3cccc(c23)N1CN1CCN(c2ccccn2)CC1,102,97,98,98,-6,2,96,0.5,.,94,12
Cc1cccc(S(=O)(=O)Nc2ccc3c(c2)OCCO3)c1,99,98,98,97,-2,8,97,1.8,6,98,1
CCOc1ccc(NS(=O)(=O)c2ccc3c(c2)CCN3C(=O)CCC(=O)O)cc1,96,102,95,101,11,3,100,0.3,.,100,7
O=C(NC1CCCCC1)N1CCN(S(=O)(=O)c2ccc(F)cc2)CC1,95,98,95,94,0,8,95,0.7,.,94,2
Cc1ccc(/C([O-])=C(/C(=S)NCc2ccccc2)[n+]2ccccc2)cc1[N+](=O)[O-],100,97,95,97,8,2,94,0.6,12,97,10
Cc1ccc(C)n1NC(=O)c1cccc(Cl)c1,95,98,97,98,10,4,97,0.5,.,97,1

# Assay outcomes from PubChem BioAssay.
